BLM helicase inh = blocks DNA unwinding by human BLM helicase; P54132; recombinant BLM DNA unwinding, fluorescence dequenching; Potency, µM (highest dose often 56.1 µM), inactives show at the top dose activity change, negative = inhibition, usual class: inhibitors; actives 0.2% (n = 350,000); AID 2528;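 also: plate controls were vehicle for no effect and no enzyme for full effect; nearly all actives have a fitted effect of over 35% in size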
POLH inh = blocks human DNA polymerase eta activity; Q9Y253; recombinant Pol eta, fluorescent DNA replication assay; Potency, µM (top dose mostly 114 µM), for inactives: at the highest dose activity change, negative = inhibition, most hits filed as inhibitors; actives 1.2% (n = 390,000); also: % is scaled to controls: 0 for no effect and ±100 for the full control effect
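Pol eta at 10 nM preincubated with compounds 15 min at room temperature; reaction started with fluorescent substrate (50 nM final) and read kinetically at 0 and 10 min.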
POLB inh = blocks human DNA polymerase beta activity; Pol beta primer extension/strand displacement, fluorescence kinetic; Potency, µM (titrated, usually from 114 µM), without a hit: at the top dose activity change, negative = inhibition, actives largely listed as inhibitors; actives 1.3% (n = 340,000); also: % is scaled to controls: 0 for no effect and ±100 for the full control effect
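Preincubation: enzyme (10 nM) with compound, 15 min, RT. Reaction: substrate added to 50 nM final. Reads: 0 and 10 min. Analysis: normalized, Hill fit.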
POLI inh = inhibitors of human DNA polymerase iota; Potency, µM (highest dose often 115 µM), inactives show at the highest dose activity, negative = inhibition, usual class: inhibitors; AID 588590; Q9UNA4; Pol iota fluorescent replication assay, 10 min; actives 1% (n = 390,000)
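Pol iota at 10 nM preincubated 15 min with compounds at room temperature; reaction started with fluorescent substrate, 50 nM final. Fluorescence read kinetically at 0 and 10 min; buffer-only wells as negative control.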
Pol kappa inh = blocks human DNA polymerase kappa activity; Potency, µM (highest dose often 107 µM), without a hit: top-dose activity, negative = inhibition, most hits filed as inhibitors; purified Pol kappa, fluorescent DNA synthesis assay, 10 min; actives 0.53% (n = 400,000); also: % is scaled to controls: 0 for no effect and ±100 for the full control effect
Target sequence (Q9UBT6 whole entry, looked up): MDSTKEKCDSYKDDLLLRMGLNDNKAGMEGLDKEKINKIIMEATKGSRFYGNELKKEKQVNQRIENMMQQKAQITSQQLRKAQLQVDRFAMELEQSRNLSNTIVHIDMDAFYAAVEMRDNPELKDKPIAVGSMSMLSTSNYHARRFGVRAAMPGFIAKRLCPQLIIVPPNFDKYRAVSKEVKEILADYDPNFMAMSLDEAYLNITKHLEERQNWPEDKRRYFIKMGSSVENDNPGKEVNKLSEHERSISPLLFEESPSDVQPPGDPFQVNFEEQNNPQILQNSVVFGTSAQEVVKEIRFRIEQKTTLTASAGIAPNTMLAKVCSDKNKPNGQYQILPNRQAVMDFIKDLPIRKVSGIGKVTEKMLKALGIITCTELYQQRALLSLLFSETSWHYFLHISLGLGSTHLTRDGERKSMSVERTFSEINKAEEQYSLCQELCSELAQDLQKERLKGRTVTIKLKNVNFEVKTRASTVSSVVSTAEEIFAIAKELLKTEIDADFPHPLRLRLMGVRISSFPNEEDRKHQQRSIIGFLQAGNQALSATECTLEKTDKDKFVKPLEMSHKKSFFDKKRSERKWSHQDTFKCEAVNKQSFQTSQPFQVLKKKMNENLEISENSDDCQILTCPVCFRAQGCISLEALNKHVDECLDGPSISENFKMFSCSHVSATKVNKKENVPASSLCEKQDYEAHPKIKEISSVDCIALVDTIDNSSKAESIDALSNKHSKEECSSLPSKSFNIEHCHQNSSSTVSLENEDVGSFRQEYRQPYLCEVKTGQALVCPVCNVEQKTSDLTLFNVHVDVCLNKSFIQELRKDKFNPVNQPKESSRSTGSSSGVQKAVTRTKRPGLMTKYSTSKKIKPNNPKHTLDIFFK
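Enzyme at 10 nM met test compounds for 15 min at room temperature. Substrate addition (50 nM final) began the reaction, which was monitored by fluorescence at 0 and 10 min.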
BAZ2B inh = BAZ2B (human) inhibition | Q9UIF8 | AlphaScreen BAZ2B-H3K14Ac peptide displacement | Potency, µM (series often up to 114 µM), without a hit: at the highest dose activity change, negative = inhibition, usual class: inhibitors | actives 4.4% (n = 360,000) | AID 504333; also: % is scaled to controls: 0 for no effect and ±100 for the full control effect; nearly all actives have a fitted effect of over 60% in size
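BAZ2B (50 nM) with biotin-H3(5-23)K14Ac peptide (50 nM) in PBS pH 7.4, 0.01% Tween-20, preformed 30 min, then compound 30 min at room temperature; top concentration 110uM. AlphaScreen streptavidin donor/nickel chelate acceptor beads (10 ug/mL final), 20 min dark, signal read.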
G9a block = inhibitors of human histone lysine methyltransferase G9a | Q96KQ7 | G9a H3K9 monomethylation, AlphaScreen, 2 h | Potency, µM (top dose mostly 102 µM), for inactives: at the top dose activity, negative = inhibition, hits mostly inhibitors | actives 8.8% (n = 350,000); also: % is scaled to controls: 0 for no effect and ±100 for the full control effect; nearly all actives have a fitted effect of over 75% in size
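AlphaScreen read-out: biotin-H3K9 peptide (500 nM) methylation by 20 nM enzyme with 20 uM SAM, 2 h at room temperature after 15 min compound preincubation; anti-monomethyl H3K9 antibody plus donor/acceptor beads, 10 min dark.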
Anesthetic bind = binds horse apoferritin like a general anesthetic | actives 0.074% (n = 350,000) | AID 485281 | Potency, µM (series often up to 77.5 µM), for inactives: at the highest dose activity change, negative = displacement, most hits filed as inhibitors | apoferritin/1-aminoanthracene competitive binding, fluorescence; also: % is scaled to controls: 0 for no effect and ±100 for the full control effect; nearly all actives have a fitted effect of over 20% in size
Target sequence (P02791 2-175 limits assumed): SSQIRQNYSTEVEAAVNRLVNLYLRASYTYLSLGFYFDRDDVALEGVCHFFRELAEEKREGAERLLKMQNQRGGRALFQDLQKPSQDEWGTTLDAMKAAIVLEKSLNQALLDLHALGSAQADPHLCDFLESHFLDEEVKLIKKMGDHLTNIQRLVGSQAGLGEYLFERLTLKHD
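10 uM apoferritin + 50% sat. 1-AMA, PBS; cpd 10 min RT; Ex380/Em535 endpoint; normalized to free probe vs complex; 4-param Hill fit; propofol titration as pos. ctrl.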
APEX1 inh = inhibitors of human APE1 endonuclease; recombinant APE1, TAMRA/BHQ-2 abasic DNA cleavage fluorescence; Potency, µM (top dose mostly 65.8 µM), for inactives: at the top dose activity change, negative = inhibition, usual class: inhibitors; actives 0.35% (n = 350,000); AID 2517;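 also: plate controls were vehicle for no effect and reference inhibitor for full effect; nearly all actives have a fitted effect of over 55% in size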
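Activity was derived from the fluorescence gain between first and third kinetic reads (60 s intervals, ex 525/em 598 nm) after 50 nM THF-abasic TAMRA/BHQ-2 duplex was added to 0.75 nM APE1 preincubated 15 min with compound.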
* marks the source's active call; other numbers are inactive results; ? = inconclusive; . = not tested or not shown; & = joins results of further samples; [ ] = dose if it differs, or a comment. Calls follow the shape of the dose curve; as a rule, active = well fitted curve in the direction sought with a large enough effect; inconclusive = small, poorly fitted or top-dose-only effect, or another doubt; inactive = no such curve, though single readings can be large; an effect the other way counts as inactive or inconclusive. Potency is read from the fitted curve at half-maximal effect. A portion of the library; count on the stated rates, not on these rows.

SMILES	BLM helicase inh	POLH inh	POLB inh	POLI inh	Pol kappa inh	BAZ2B inh	G9a block	Anesthetic bind	APEX1 inh
CC(C)(C)C1CCC(=NNC(=S)Nc2cccnc2)CC1 (stereo unspecified)	-3%	-7%	26%	29%	-27%	?	10µM*	-8%	5%
O=c1nc2s/c(=C\c3ccco3)c(=O)n2nc1Cc1ccccc1	9%	18µM*	14µM*	7.9µM*	32µM*	50µM*	?	-4%	4.5µM*
CCCCN(CC)C(=O)c1cc2c(=O)n3cccc(C)c3nc2s1	-1%&3%	0%&-5%	4%&-24%	1%&38%	-2%&-14%	49%&70%[activator]	56%[activator]	46%&36%[activator]	12%
COCCNC(=O)c1cnc2sc(N3CCCCC3)nn2c1=O	0%	-7%	23%	19%	30%	-5%	6%[59 µM]	1%	.
CCc1ccc(NC(=O)c2cnc(SC)nc2C)cc1	-4%	5%	16%	-15%	-10%	3%	25%	6%	7%
COc1ccc(Nc2oc(-c3ccccc3)nc2C#N)cc1	-3%	-18%	5%	33%[activator]	-8%	-28%	-10%	146%[activator]	-1%
CCOC(=O)c1c(NC(=O)COc2ccc(C(C)(C)C)cc2)sc2c1CCCC2	-11%	.	28%	75%[activator]	-8%	-15%	?	?	.
CCOc1cc(/C=C2\SC(=O)N(CC(=O)Nc3ccccc3F)C2=O)cc([N+](=O)[O-])c1O	-3%	?	-6%	11µM*	-20%	40µM*	16µM*	-9%	6%
C=CCN1CCN(C(=O)c2cc3c(s2)CCCC3)CC1	-6%	4%	18%	3%	-5%	-20%	11%	-7%	25%
CN1C(=O)c2cccc(NC(=O)CCc3ccccc3)c2C1=O	0%	-17%	12%	11%	2%	20%	7%	-16%	12%
O=C(NCCOc1ccccc1)C1CCC(=O)N(CCc2ccccn2)C1 (stereo unspecified)	-1%	-14%	0%	-19%	-8%	0%	-3%[59 µM]	-5%	14%
CCOc1cc(-c2noc(CCC(=O)NCCc3ccccc3)n2)ccc1OC	-4%	-21%	?	161%[activator]	-5%	1%	2%	-15%	4%
C[C@]12CCC(=O)C=C1[C@H](O)C[C@@H]1[C@@H]2[C@@H](O)C[C@@]2(C)[C@H]1CC[C@]2(O)C(=O)CO	-4%	-9%	1%	-27%	-5%	-4%	?	-1%	-9%
Cc1ccc(/C(C#N)=C\c2cn(C)c3ccccc23)cc1	-9%	.	-29%	.	.	-30%	-40%[59 µM]	0%	-1%
Nc1nonc1-c1nc2ccccc2n1Cc1ccc(Br)cc1	3%	-18%	1%	27%	1%	4%	6%[59 µM]	0%	.

Reprinted from the entries so far for reference:
SMILES	BLM helicase inh	POLH inh	POLB inh	POLI inh	Pol kappa inh	BAZ2B inh	G9a block	Anesthetic bind	APEX1 inh
O=c1nc2s/c(=C\c3ccco3)c(=O)n2nc1Cc1ccccc1	9%	18µM*	14µM*	7.9µM*	32µM*	50µM*	?	-4%	4.5µM*
CCCCN(CC)C(=O)c1cc2c(=O)n3cccc(C)c3nc2s1	-1%&3%	0%&-5%	4%&-24%	1%&38%	-2%&-14%	49%&70%[activator]	56%[activator]	46%&36%[activator]	12%
COCCNC(=O)c1cnc2sc(N3CCCCC3)nn2c1=O	0%	-7%	23%	19%	30%	-5%	6%[59 µM]	1%	.
CCc1ccc(NC(=O)c2cnc(SC)nc2C)cc1	-4%	5%	16%	-15%	-10%	3%	25%	6%	7%

Continuation.
SMILES	BLM helicase inh	POLH inh	POLB inh	POLI inh	Pol kappa inh	BAZ2B inh	G9a block	Anesthetic bind	APEX1 inh
Cc1ccnc(NC(=O)CCN2C(=O)c3ccccc3S2(=O)=O)n1	.	-4%	.	18%	-1%	5%	-13%[0.501 µM]	.	19%
Cc1ccccc1-n1c(=O)c2ccccc2n2c(=O)[nH]nc12	-9%	7%	34%	16%	-6%	-3%	12%[59 µM]	8%	0%
Cc1ccc2c(CNCc3cccs3)c(C(=O)O)n(Cc3ccc(F)cc3)c2c1	-1%	-16%	11%	19%	-18%	?	-33%[59 µM]	-12%	.
CCCCC(CC)CNC(=O)CCCc1nnc2n(CCC)c(=O)c3sccc3n12 (stereo unspecified)	2%	-19%	12%	2%	4%	-1%	2%[59 µM]	?	.
O=C1CSC(=Nc2cccc(Cl)c2Cl)N1	-8%	-12%	3%	28%	10%	-2%	.	-17%	9%
O=C(Nc1ccc(S(=O)(=O)Nc2ncccn2)cc1)C(F)(F)F	-8%	-24%	19%	9%	4%	-17%	4%	1%	11%
Cc1ccc(-n2ccn(CC(=O)c3ccc(F)cc3)c(=O)c2=O)cc1C	-3%	-3%	-14%	17%	-17%	-10%	-37%[59 µM]	-5%	.
O=C(CCS(=O)(=O)c1ccccc1)Nc1ccc(-c2nc3ccccc3s2)c(O)c1	-1%	-8%	5%	11%	-6%	4%	5%[59 µM]	30%	2%
COc1ccc(NC(=O)CC2C(=O)N(c3ccc(C)cc3)C(=O)N2Cc2cccnc2)cc1 (stereo unspecified)	-1%	-18%	1%	27%	1%	-13%	-6%[59 µM]	-9%	.
COc1ccc(C)cc1NC(=O)COCC(=O)O	-2%	-8%	-21%	-3%[58.9 µM]	-6%	-39%	?	-5%	-6%
COc1cccc(N2CC(NC(=O)C(c3ccccc3)c3ccccc3)CC2=O)c1 (stereo unspecified)	0%	-10%	-11%	-10%	-10%[60.1 µM]	-12%	-2%[59 µM]	5%	.
Cc1cccc(-c2nnn3c2nc(NCc2ccccc2)c2ccccc23)c1	-12%	-21%	?	52%[activator]	2%	0%	6%[59 µM]	41%[activator]	.
CC1CC2(C)Oc3ccccc3C3OCC1(CO)C(C)C32 (stereo unspecified)	-1%	-20%	26%	35%[activator]	8%	10%	17%[59 µM]	-11%	0%
CC(=O)Nc1ccc(NS(=O)(=O)Cc2ccccc2)cc1	-2%	8%	20%	31%[activator]	-20%	2%	4%	-14%	-2%
COc1ccc(C2(NC(C)=O)CCN(C(=O)c3ccco3)CC2)cc1	-1%	-17%	-7%	58%[activator]	-21%	-24%	?	-8%	9%
Cc1ccc(NC(=O)CCn2c(=O)c3cccn3c3ccccc32)c(C)c1	-5%	0%	0%	89µM*	1%	-13%	16%	-4%	17%
CCCCS(=O)CC(COC)OC(=O)c1ccccc1 (stereo unspecified)	0%	-6%	4%	23%	9%	?	16%	0%	0%
CCC(=O)N1CCCc2cc(S(=O)(=O)N3CCC(C(=O)Nc4ccc(C#N)cc4)CC3)ccc21	-10%	-10%	16%	-3%	-4%[60.1 µM]	-4%	24%[59 µM]	77%[activator]	.
Cc1nc2sc(C(c3cccs3)N3CCOCC3)c(O)n2n1 (stereo unspecified)	-3%	1%	2%	32%[activator]	-10%	4%	8%	-8%	-3%
CCCCN(C(=O)c1c(C)noc1C)c1c(N)n(CCC)c(=O)[nH]c1=O	.	-2%	.	1%	0%	8%	3%[12.7 µM]	.	17%
Cc1nn(C)c(C)c1S(=O)(=O)N1CCCC(C(=O)NCCc2ccc(Cl)cc2)C1 (stereo unspecified)	3%	-9%	1%	4%	20%	10%	10%[59 µM]	5%	1%
CC(C)(C)C(=O)Nc1cc(S(=O)(=O)Nc2ccc(Cl)cc2)ccc1O	-2%	8%	17%	122%[activator]	-5%	-2%	-42%	-8%	-5%
COc1ccc(C)cc1NC(=O)c1nn(C)c(C(=O)Nc2cc(C)ccc2OC)c1[N+](=O)[O-]	-5%	-6%	28%	-10%	-13%	8%	-1%	2%	15%
O=C(c1ccccc1Cl)N(Cc1ccc(Cl)c(Cl)c1)N1C(=O)CCCC1=O	-3%	-15%	23%	25%	-15%	-24%	.	-5%	6%
CNCC(O)COc1cccc(OC)c1 (stereo unspecified)	-4%	-19%	-4%	152%[activator]	3%	-14%	?	-5%	5%
Cc1ccc(NC(=S)N2CCOCC2)c(C)c1	-2%	0%	-1%	-4%	-4%	4%	-12%[59 µM]	4%	-4%
C/C(=N\Nc1nc(C)cc(-c2ccccc2)n1)c1cccc(N)c1	-1%	-3%	-7%	-12%	3%	?	11%	-14%	-10%
O=C(CCC1CCCN(C(=O)c2ccsc2)C1)N1CCN(c2ccccn2)CC1 (stereo unspecified)	-2%	-14%	2%	19%	0%	-4%	-27%	1%	-2%
CCc1ccc(C2=CSC3=NCCN23)cc1	-6%	0%	19%	-10%	-11%	2%	-15%	0%	24%
COc1ccc(-c2cc(C(=O)NCCN3CCOCC3)c3ccccc3n2)cc1	-7%	2%	30%[activator]	25%	-10%	2%	4%	36%[activator]	-7%
CN(Cc1ccccc1)C(=O)CN(C1CCCCC1)S(C)(=O)=O	0%	-11%	4%	-4%	-4%	7%	5%[59 µM]	-8%	-3%
CN(C)c1ccc(CNC(=O)C2CCN(S(=O)(=O)c3cn(C)cn3)CC2)cc1	0%	-10%	?	-10%	-1%[60.1 µM]	-35%	-30%[12.7 µM]	57%[activator]	.
Cc1cc(Cl)ccc1OCC(=O)Nc1nc(-c2cccs2)cs1	-10%	-10%	11%	?	4%	10%	11%[59 µM]	6%	-6%
O=C(N/N=C/c1cc(Br)cc([N+](=O)[O-])c1O)c1ccc(NC(=O)c2ccc(F)cc2)cc1	-11%	5%	31%	-11%	-1%	13µM*	35µM*	-9%	-11%
CSc1ccccc1NS(=O)(=O)c1ccccc1	-1%	-12%	0%	48%[activator]	-12%	10%	-9%	?	12%
CC1=C(C(=O)OC(C)(C)C)C(c2ccc3ccccc3c2)NC(=O)N1C (stereo unspecified)	-9%	?	9%	0%	0%	-32%	-4%	-16%	-6%
COc1ccc(S(=O)(=O)NCc2cccnc2)cc1NC(=O)c1ccccc1	-6%	-21%	-8%	122%[activator]	-1%	-12%	12%	2%	51%[activator]
O=C(CN1C(=O)C2CC=CCC2C1=O)N1CCN(c2ccc([N+](=O)[O-])cc2)CC1 (stereo unspecified)	-9%	-2%	?	?	-12%	?	1%	-13%	7%
COc1ccccc1C1CC(=O)N(c2cccc(C(F)(F)F)c2)C2=C1C(=O)OC2 (stereo unspecified)	0%	-18%	28%	-14%	-6%	-11%	0%[59 µM]	1%	.
COc1ccc(Cc2nnc(NC(=O)c3ccco3)s2)cc1	-6%	7%	5%	13%	-3%	2%	?	-9%	3%
